ERp5 inh: blocks human ERp5 reductase activity on insulin | ERp5 insulin aggregation, absorbance 650 nm, 90 min | inhibition, % at 9.99 µM | Q15084 | 350,000 tested, 0.05% active;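 active means mean replicate inhibition above about 25%, with every replicate also reaching it, limit read from the data, passing the limit was not always enough; inconclusive means only one of those two criteria met; inactive means neither criterion met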
PglD DTNB: inhibitors of Campylobacter jejuni PglD acetyltransferase; inhibition, % at 12.5 µM; AID 602405; 360,000 tested, 0.098% active; purified PglD enzyme, DTNB colorimetric CoA detection; in the data active means inhibition above about 16%, passing the limit was not always enough; inconclusive means no clear call, values can overlap the other calls; further: strong numbers were not always called active
E-sel inducer: E-selectin induction on HUVECs. HUVEC E-selectin immunofluorescence imaging; normalized: neutral wells 0, TNF-alpha wells 100. 260,000 tested, 0.37% active. AID 686992. activation, % at 7.58 µM. P16581;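 active means mean E-selectin-positive cell signal at least 10% of the positive control, reached in at least 60% of replicates, without over 20% cell loss; inconclusive means no rule given, readout overlaps actives, possibly toxicity-flagged; inactive means the rest, including those meeting only one limit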;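 further: in these data hits start at about 27%; measured in HUVEC primary endothelial cells; signal is the percent of cells scored E-selectin positive by PE staining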
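assay system = HUVEC, human umbilical vein endothelial cells | input = 3,000 HUVEC seeded per well | medium = EGM-2 growth medium on 0.1% gelatin-coated wells | dosing = one compound dose added by pin transfer | signal = immunofluorescence imaging | read-out basis = % PE-positive cells | control set = TNF-alpha, DMSO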
CASP6 VEID inh: blocks human caspase-6 cleavage activity; P55212; purified caspase-6, Z-VEID-R110 cleavage fluorescence; inhibition, % at 12.5 µM; 350,000 tested, 0.53% active; AID 686996;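 active means mean inhibition across replicates at least about 35%, with every replicate also reaching that limit, limit read from the data; inconclusive means only one of the two criteria met; inactive means neither criterion met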;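 further: 0% = median of neutral control wells and 100% = no fluorescence left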
Target sequence (P55212 24-179 limits assumed): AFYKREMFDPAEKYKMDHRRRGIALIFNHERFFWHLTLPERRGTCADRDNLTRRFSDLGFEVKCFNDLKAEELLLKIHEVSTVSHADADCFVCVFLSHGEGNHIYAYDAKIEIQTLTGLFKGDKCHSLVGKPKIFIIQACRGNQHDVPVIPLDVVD
Target sequence (P55212 194-293 limits assumed): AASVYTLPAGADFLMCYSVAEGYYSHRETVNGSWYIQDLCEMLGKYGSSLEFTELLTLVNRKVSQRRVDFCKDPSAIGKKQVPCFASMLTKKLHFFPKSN
esBAF inh: blocks esBAF chromatin remodeling in mouse ES cells; Bmi1-luciferase knock-in reporter, 24 h; 100% = twice the neutral-well signal; 350,000 tested, 2% active; reporter increase, % at 12.5 µM; in the data active means activation above about 40%; inconclusive means no clear call, values can overlap the other calls;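 further: 0% = median of the plate's neutral control wells and 100% = double that signal; a rise in the Bmi1 reporter signal indicates esBAF inhibition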
RAD54 branch: blocks human RAD54 Holliday junction branch migration; inhibition, % at 10.4 µM; 360,000 tested, 0.14% active; AID 602329; Q92698; FAM/BHQ fluorescence;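 active means mean normalized replicate activity at least 40 and at least half of replicates scoring 40 or more; inconclusive means only one of the two criteria met; inactive means mean below 40 and under half of replicates reaching 40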;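 further: 0% = median of neutral control wells and 100% = median of positive control wells; inhibitors cause a drop in the FAM fluorescence signal; in these data hits start at about 50%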
ARNT-TACC3 inh: disrupts binding between human ARNT and TACC3; Q9Y6A5; AID 623870; inhibition, % at 9.99 µM; AlphaScreen His-ARNT PAS-B/GST-TACC3 binding, luminescence; TACC3 fragment carries E629A point mutation; 390,000 tested, 0.66% active;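 active means mean inhibition of replicates at least 50% and at least half of replicates each reaching 50%; inconclusive means half or more replicates reach 50% but mean below 50%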;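 further: 0% = complete ARNT plus TACC3 wells and 100% = ARNT alone without TACC3; many hits fall short of the cut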
RAD52 anneal inh: RAD52 (human) annealing inhibition. P43351. recombinant RAD52 DNA annealing, FRET fluorescence. inhibition, % at 18.7 µM. 360,000 tested, 0.46% active. AID 651710;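 active means every replicate showing at least 50% inhibition; inconclusive means mean inhibition at least 50% but not in every replicate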
Target sequence (P43351 whole entry, looked up): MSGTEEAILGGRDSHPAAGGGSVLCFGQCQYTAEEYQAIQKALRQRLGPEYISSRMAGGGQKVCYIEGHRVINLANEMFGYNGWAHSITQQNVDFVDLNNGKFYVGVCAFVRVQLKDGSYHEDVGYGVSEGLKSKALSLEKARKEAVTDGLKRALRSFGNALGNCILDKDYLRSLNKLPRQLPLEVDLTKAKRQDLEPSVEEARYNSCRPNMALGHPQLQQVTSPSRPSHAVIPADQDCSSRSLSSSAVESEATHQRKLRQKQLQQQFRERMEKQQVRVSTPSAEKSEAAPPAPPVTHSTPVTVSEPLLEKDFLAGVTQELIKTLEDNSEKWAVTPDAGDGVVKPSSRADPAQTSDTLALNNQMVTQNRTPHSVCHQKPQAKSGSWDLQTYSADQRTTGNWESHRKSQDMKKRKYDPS
Numbers without * were called inactive; ? = inconclusive; / = no result given; & = joins results of further samples.

SMILES	ERp5 inh	PglD DTNB	E-sel inducer	CASP6 VEID inh	esBAF inh	RAD54 branch	ARNT-TACC3 inh	RAD52 anneal inh
COc1ccc(S(=O)(=O)Nc2cc(C(=O)NCCCN3CCOCC3)ccc2N2CCOCC2)cc1	-3	/	/	3	/	/	1	0
C[C@@H]1CN([C@H](C)CO)C(=O)c2cccc(NS(C)(=O)=O)c2O[C@H]1CN(C)C(=O)Nc1ccc(C(F)(F)F)cc1	-11	0	/	1	-3	-1	-6	-11
COc1ccc(S(=O)(=O)NC(Cc2cnc[nH]2)C(=O)O)cc1 (stereo unspecified)	/	-3	/	/	5	8	0	/
CCn1c(SCC(=O)Nc2nnc(C)s2)nnc1C(C)NC(=O)c1ccccc1F (stereo unspecified)	-3	-9	/	/	-1	-1	-8	-4
CNC(=O)COC(=O)COc1ccc2c(C)cc(=O)oc2c1	7	-3	/	1	4	-9	2	-6
CC(C)C#Cc1ccc([C@H]2[C@H](CO)N3C(=O)CN(C(=O)NC4CCCC4)C[C@@H]23)cc1	0	/	0.1	0	/	/	/	3
COC(=O)c1ccccc1NC(=O)CN(c1ccc(C)cc1)S(C)(=O)=O	0	-5	0.0	1	-1	4	-3	-8
COC(=O)[C@]12CCCCC=C1N(CCc1ccc(OC)c(OC)c1)C(=O)[C@H](CC(=O)NCCc1ccccc1OC)C2	-3	/	0.0	-1	/	/	/	7
CCCCc1ccc(S(=O)(=O)NC(=O)C2(C)CCN2C(=O)CC2CC2)cc1 (stereo unspecified)	-2	2	-0.1	16	0	-8	/	-3
CC(C)(C)[C@@H]1C=C(C(=O)O)O[C@H](OCc2ccc(CO)cc2)C1	9&-4	4&1	-0.1	-1&0	-1	-1&1	5&-2	-2&-70
COc1ccc(N2CCN(c3cnc4ccccc4n3)CC2)cc1	9	0	1.6	-4	53*	-6	/	-10
COc1ccc(S(=O)(=O)Nc2ccc3c(c2)CC(=O)N([C@H](C)CO)C[C@@H](C)[C@@H](CN(C)S(=O)(=O)c2ccc(F)cc2)O3)cc1	/	1	-1.3	/	-4	-1	6	/
C[C@H]1CN([C@@H](C)CO)C(=O)c2cccc(NC(=O)c3nc4ccccc4s3)c2O[C@H]1CN(C)C(=O)Nc1ccc(C(F)(F)F)cc1	-1	2	/	1	-3	-14	-2	-23
CCN(Cc1ccc(NC(C)=O)cc1)CC1CCCN(CCc2cccc(OC)c2)C1 (stereo unspecified)	1	-11	0.1	-12	-8	-3	-3	-16
COC(=O)c1cc2c(N)c(C(=O)c3ccc(Cl)cc3)sc2nc1C(OC)OC	-6	/	-0.1	1	/	/	-15	-47
O=C1c2ccccc2NC(c2ccccc2O)N1NS(=O)(=O)c1ccccc1 (stereo unspecified)	-6	/	/	3	23	/	-2	-15
COc1ccc(S(=O)(=O)N(C)C[C@@H]2OCCCC[C@@H](C)Oc3ccc(NC(=O)Cc4ccccc4)cc3C(=O)N([C@@H](C)CO)C[C@@H]2C)cc1	1	-1	0.0	-1	13	1	2	-50
CCOC(=O)c1c(NC2=NS(=O)(=O)c3ccccc32)sc2c1CCCCC2	4	/	-0.9	-2	6	/	0	-12
C[C@@H]1CN([C@H](C)CO)C(=O)c2cc(NS(=O)(=O)c3ccc(Cl)cc3)ccc2O[C@H]1CN(C)Cc1ccc(Cl)c(Cl)c1	-9	0	-0.4	/	1	6	-5	-3
Cc1ccc(C)c(S(=O)(=O)N2CCN(CC(=O)NC(=O)NCc3ccco3)CC2)c1	-4	/	/	-7	/	/	0	-27
COc1ccc(NC(C)=O)cc1NC(=O)CSc1nnc(-c2ccc(F)cc2)n1N	/	0	/	/	5	-3	-8	/
Cc1ccc(C(=O)Nc2nc(C)c(C)s2)o1	/	-2	/	/	-4	3	2	/
CC(C)(Cc1ccc(O)cc1)NC(=O)SCc1ccccc1	3	-1	0.6	1	4	4	-6	-5
Cc1cccc(C(=O)NCC(=O)Nc2ccncc2)c1	2	-3	0.0	0	-1	-7	0	-6
CC(=O)c1c(COC(=O)c2ccco2)nc2ccccc2[n+]1[O-]	/	2	/	/	-2	-12	17	/
COC/C=C/C1=CC2=CC(=O)C(C)(OC(=O)c3cnc4ccccc4n3)C(=O)C2=CN1C(CO)CO (stereo unspecified)	-3	-5	-0.7	/	4	-6	8	-14
COc1ccc(NC(=O)N(C)C[C@@H]2Oc3c(NC(=O)Nc4ccccc4)cccc3C(=O)N([C@@H](C)CO)C[C@@H]2C)cc1	2	1	-0.2	1	0	-8	5	-6
O=c1[nH]c2ccccc2cc1CN(Cc1cccnc1)S(=O)(=O)c1ccc([N+](=O)[O-])cc1	-1	7	/	-1	-11	8	1	-10
CCOC(=O)c1ccc(N2C(=O)C(O)=C(C(C)=O)C2c2ccccn2)cc1 (stereo unspecified)	/	3	/	/	14	-3	1	/
CCOc1ccc(N2C(=O)C3C(c4ccccc4F)NN(C(=O)c4ccc(C)cc4)C3C2=O)cc1 (stereo unspecified)	3	1	-0.1	0	-3	5	-1	-9
COc1ccc(NC(=O)CN2C(=O)COc3ccc(S(=O)(=O)N4CCOCC4)cc32)cc1Cl	5	-3	/	1	3	-5	4	-9
COc1ccc(NC(=O)Nc2cccc3c2O[C@H](CN(C)CC2CC2)[C@@H](C)CN([C@@H](C)CO)C3=O)cc1	-1	1	0.1	1	8	-1	-3	-5
Cc1c[n+]([O-])ccc1[N+](=O)[O-]	-6	2	/	1	3	-3	-4	-6
CCOC(=O)c1sc(NC(=O)C2CC(=O)N(c3ccc(OCC)cc3)C2)nc1C (stereo unspecified)	1	5	0.0	-1	1	-7	-3	-9
COc1ccc([C@H]2CC(=O)C=C(c3ccc4cc[nH]c4c3)C2)cc1	-2	9	0.2	1	5	-10	15	-10
NC(=O)CC(NC(=O)c1cccc(Br)c1)c1ccc(N2CCN(c3ccc(F)cc3)CC2)c([N+](=O)[O-])c1 (stereo unspecified)	4	-3	-0.1	0	-7	-9	-7	-3
C[N+]1(CCn2ccc3ccccc32)CCCCC1	-1	/	/	-33	/	/	3	1
CCOC(=O)c1c(CN2CCC(C)CC2)oc2ccc(OC)cc12	/	-3	/	/	-3	-4	2	/
C[C@@H]1CN([C@@H](C)CO)C(=O)c2cc(C3=CCCC3)cnc2O[C@@H]1CN(C)C(=O)Cc1ccncc1	0	3	0.2	2	1	-4	3	-19
COc1ccc(-n2c3nc4ccccc4nc3c3c(=N)oc(C)nc32)cc1	/	-7	/	/	10	-4	23	/
Cc1occc1C(=O)NNC1=CC(=O)CC(C)(C)C1	/	2	/	/	-2	2	-7	/
CC1=C(C(=O)OCc2ccccc2)C(c2ccccc2OC(F)F)NC(=O)N1 (stereo unspecified)	/	6	/	/	6	4	-5	/
C[C@H]1CN([C@@H](C)CO)C(=O)c2cccc(NC(=O)Nc3ccc4c(c3)OCO4)c2O[C@@H]1CN(C)C(=O)Nc1ccc(C(F)(F)F)cc1	2	-1	17	7	-2	6	7	28
CCCN(C)C[C@H]1Oc2ncc(C#CCC(C)C)cc2C(=O)N([C@@H](C)CO)C[C@@H]1C	4	1	0.2	0	5	-7	-2	-11
Cc1ccccc1S(=O)(=O)N[C@@H]1CC[C@@H](CCNS(=O)(=O)c2cccc(F)c2)O[C@@H]1CO	-2	7	-0.2	-1	-3	-3	-4	1
Cc1noc(C)c1C(=O)N1CCC(C(=O)c2ccccc2)CC1	-1	1	-0.2	-2	-5	-2	-4	-13
Cc1cccc(N2CCN(C(C(=O)NCc3ccccc3)c3ccc(C(F)(F)F)cc3)CC2)c1C (stereo unspecified)	-2	/	2.7	-1	/	/	/	-8
Cc1cccc(C)c1-n1nnnc1C(c1ccnc2ccccc12)N1CCCN(C(=O)OC(C)(C)C)CC1 (stereo unspecified)	-2	/	-0.1	-3	/	/	/	-3
N#CCCN(C(=O)COC(=O)c1n[nH]c2ccccc12)c1ccccc1	1	4	/	1	1	1	4	-15
CC1=CC(C)C2(CO)COC(c3ccc(O)cc3)C1C2C (stereo unspecified)	-2	/	-0.4	-1	-12	/	-5	-1
CCC(=O)N1CCCCN2[C@H](C1)[C@@H](c1ccc(/C=C/c3ccccc3)cc1)[C@@H]2CO	-7	0	0.2	3	/	1	3	-17
Cc1ccc(Cn2c(=N)c(C(=O)NC3CCCCC3)cc3c(=O)n4ccccc4nc32)cc1	-4	-2	/	0	1	1	-11	-211
CC(=O)N1CCC(CCCC2CCN(C(C)=O)CC2)CC1	0	0	-0.2	-7	-4	8	-5	-1
CC(=O)Nc1cccc(OCC(=O)NC(C)C(C)C)c1 (stereo unspecified)	/	1	/	/	3	5	-5	/
Cc1ccc(C)c(C(=O)NCCN(C)C)c1	/	-2	/	/	-2	-6	1	/
O=C(COc1ccc(F)cc1Br)Nc1ccccc1N1CCOCC1	0	-7	/	-1	-3	1	-2	-15
Cn1c(=O)[nH]c(=O)c2c1nc(N1CCN(CCO)CC1)n2Cc1ccccc1Cl	-3	-2	/	-1	2	1	-1	0
CC1CCN(S(=O)(=O)c2ccc3[nH]c(=O)ccc3c2)CC1	-4	4	0.0	-2	-2	19	2	-12
CC1(c2ccc(OC(F)F)cc2)NC(=O)N(CC(=O)Nc2ccc(S(N)(=O)=O)cc2)C1=O (stereo unspecified)	0	/	/	0	/	/	-3	-9
COc1cc(/C=N/NC(=O)C(NC(=O)c2ccccc2)c2n[nH]c(=O)c3ccccc23)ccc1OCC(N)=O (stereo unspecified)	2	1	-0.2	4	3	-2	-2	1

Additional compounds follow.
SMILES	ERp5 inh	PglD DTNB	E-sel inducer	CASP6 VEID inh	esBAF inh	RAD54 branch	ARNT-TACC3 inh	RAD52 anneal inh
COc1ccc(CNC(C)CCc2ccccc2)cc1 (stereo unspecified)	-1	0	0.4	-5	-12	4	0	-8
Cc1cc(C(=O)NCCCC(=O)O)c(C)o1	/	-2	/	/	-3	2	1	/
O=C(COC(=O)[C@@H]1CC(O)CN1S(=O)(=O)c1ccc2c(c1)OCCO2)Nc1ccccc1F (stereo partly specified)	2	0	9.3	9	-2	-7	-2	-3
CCCN1C[C@@H](C)[C@@H](OC)CN(C)C(=O)c2ccc(NS(=O)(=O)c3ccccc3)cc2OC[C@H]1C	-10	1	-0.1	0	5	6	-8	-10
CCOC(=O)/C=C1\CN(Cc2cc(OC)c(OC)c(OC)c2)S(=O)(=O)c2ccc(C(F)(F)F)cc21	-1	4	/	-2	-1	-6	0	-170
C[C@H](CO)N1C[C@H](C)[C@H](CN(C)S(=O)(=O)c2ccccc2)Oc2ncc(C#Cc3ccc(F)cc3)cc2C1=O	-2	3	?	-4	1	2	-4	-5
C[C@H]1CN([C@@H](C)CO)C(=O)c2cc(NS(=O)(=O)c3ccc(Cl)cc3)ccc2O[C@@H]1CN(C)C(=O)Nc1ccccc1	0	2	-8.9	3	-2	3	/	-30
CNC(=O)c1c(I)c(C(=O)NCC(=O)Nc2c(I)c(C(=O)O)c(I)c(C(=O)NCCO)c2I)c(I)c(N(C)C(C)=O)c1I	/	-4	/	/	-5	-2	40	/
Cc1noc(C)c1S(=O)(=O)Nc1ccc2c(c1)C(=O)N([C@H](C)CO)C[C@@H](C)[C@@H](CN(C)C)OCCCC[C@@H](C)O2	-2	-6	0.0	-3	5	8	1	-11
Fc1ccccc1CSc1ncnc2sc3c(c12)CCCC3	9	/	1.2	-1	/	/	-13	-10
Nc1ccc(Cl)c(NC(=O)c2cccs2)c1	-8	-2	/	2	14	-9	-4	-1
